Source: PubChem (several laboratories)
V-ATPase pH: alters yeast V-ATPase proton transport; S. cerevisiae, pHLuorin cytosolic pH fluorescence; response, % at 10 µM; actives 0.37% (n = 350,000); AID 504577; in the data active = response mostly above about 7.3%, no sharp cut-off; inactive = mostly below about 5.4%; note: actives read high; inactives centre near 0; some compounds called inactive have numbers as strong as hits; reference of the scale not given here
PKA-R2B activ: activators of human PKA-R2B complex | actives 0.079% (n = 340,000) | PKA-R2B holoenzyme dissociation, Cy5-IP20 fluorescence polarization; R2B truncated from residue 108, S112A mutant; 0% DMSO only, 100% 113 µM cGMP | P22694+P31323 | activation, % at 11.4 µM | AID 504700;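 active = activation above a cutoff set at the mean over all compounds plus 3 SD, cut at about 18% in these data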;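 note: higher means more holoenzyme dissociation and a rise in polarization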
Arrestin-AP2 inh: inhibitors of human beta-arrestin and AP2 interaction. FITC-arrestin peptide / GST-AP2 beads, flow cytometry; AP2 beta2 appendage carries R879A mutation. inhibition, % at 10 µM. actives 0.31% (n = 340,000);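 active = inhibition above a set limit, near 3 SD of compounds lacking own fluorescence, cut at about 54% in these data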;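 note: plate controls were DMSO wells for no effect and 5 µM unlabelled arrestin peptide for full effect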
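System: GST-AP2 R879A glutathione beads | Also added: FITC-arrestin peptide, 50 nM | Times: 12 min plus 1 h, RT | Signal: Bead flow cytometry, FITC channel | Buffer or medium: PBS with 0.05% Tween 20 and 0.1% BSA | Read-out basis: Percent drop in bead-associated FITC signal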
PKA-R1A act: PKA-R1A complex activation. actives 0.083% (n = 340,000). activation, % at 11.4 µM. P00514+P68181. PKA-R1A dissociation, Cy5-IP20 fluorescence polarization; scaled: DMSO 0%, 113 µM cGMP 100%;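 active = percent activation above the mean of all tested compounds plus 3 SD, cut at about 19% in these data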;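 note: higher means more PKAc released from R1A so a rise in polarization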
HTR5A ag ctr: activates human HTR5A in OPRM1-OPRD1 agonist counter-screen | P47898 | HTR5A agonist assay, luminescence, cell-based | activation, % at 9.3 µM | actives 0.61% (n = 340,000); in the data active = activation mostly above about 9.5%, no sharp cut-off; inactive = mostly below about 7.6%;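 note: 0% = cells with vehicle only and 100% = reference agonist; strong numbers were not always called active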
Target sequence (P47898 whole entry, looked up): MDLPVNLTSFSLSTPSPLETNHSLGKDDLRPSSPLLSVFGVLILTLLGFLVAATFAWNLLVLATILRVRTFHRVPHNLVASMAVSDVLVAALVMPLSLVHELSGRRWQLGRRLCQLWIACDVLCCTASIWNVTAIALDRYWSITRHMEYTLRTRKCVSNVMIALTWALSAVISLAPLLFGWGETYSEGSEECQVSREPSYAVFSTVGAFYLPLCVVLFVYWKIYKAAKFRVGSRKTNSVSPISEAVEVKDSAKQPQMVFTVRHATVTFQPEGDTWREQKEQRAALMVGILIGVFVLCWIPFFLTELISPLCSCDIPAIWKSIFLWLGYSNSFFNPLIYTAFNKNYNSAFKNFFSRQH
MOR-DOR inv ag: mu-delta opioid heterodimer inverse agonism. inhibition, % at 9.3 µM. P35372+P41143. AID 504357. actives 0.21% (n = 340,000). cell-based MOR-DOR heterodimer luminescence; in the data active = inhibition above about 22%, passing the limit was not always enough;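 note: 0% = cells with DMSO and 100% = wells without cells with DMSO; values of inactives mirror those of a sister screen read the other way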
DAGLB inh: blocks human DAGLB lipase activity; AID 504411; actives 0.059% (n = 340,000); inhibition, % at 5.17 µM; HEK293T DAGLB membrane lysate, EnzChek fluorogenic substrate; Q8NCG7; in the data active = inhibition above about 34%;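 note: 0% = enzyme with vehicle and 100% = wells lacking enzyme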
Target sequence (Q8NCG7 whole entry, looked up): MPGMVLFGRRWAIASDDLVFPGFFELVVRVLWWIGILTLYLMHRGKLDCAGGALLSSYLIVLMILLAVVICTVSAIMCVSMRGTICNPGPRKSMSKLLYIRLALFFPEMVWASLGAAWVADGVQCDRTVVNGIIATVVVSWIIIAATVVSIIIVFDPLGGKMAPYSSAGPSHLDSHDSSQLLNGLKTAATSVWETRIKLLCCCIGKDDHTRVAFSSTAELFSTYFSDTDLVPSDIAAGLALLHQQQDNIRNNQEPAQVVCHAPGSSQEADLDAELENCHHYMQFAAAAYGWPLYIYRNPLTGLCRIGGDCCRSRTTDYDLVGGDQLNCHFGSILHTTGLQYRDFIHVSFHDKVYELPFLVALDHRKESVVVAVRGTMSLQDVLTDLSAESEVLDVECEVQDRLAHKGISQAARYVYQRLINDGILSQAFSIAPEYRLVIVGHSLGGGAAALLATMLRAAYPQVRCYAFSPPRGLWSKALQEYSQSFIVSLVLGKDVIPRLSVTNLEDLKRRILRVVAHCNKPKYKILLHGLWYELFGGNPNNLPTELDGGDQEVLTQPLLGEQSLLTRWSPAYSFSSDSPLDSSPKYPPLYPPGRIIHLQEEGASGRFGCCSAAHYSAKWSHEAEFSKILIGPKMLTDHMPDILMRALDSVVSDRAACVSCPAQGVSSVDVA
DSG3 Ab inh: human desmoglein-3 autoantibody binding inhibition | binding (percent of control), % at 10 µM | DSG3-coupled beads, scFv-anti-DSG3-GFP binding, flow cytometry; active compounds read low | P32926 | actives 0.48% (n = 310,000) | AID 588358;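 active = binding more than 3 SD below its plate's average and above zero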;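 note: hits lower antibody fragment binding to DSG3; some compounds called inactive have numbers as strong as hits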
HTR5A inv ctr: HTR5A inverse agonism, opioid heterodimer counter-screen; P47898; HTR5A cell line, luminescence; inhibition, % at 9.3 µM; actives 0.083% (n = 340,000); AID 504634; in the data active = inhibition mostly above about 23%, no sharp cut-off; inactive = mostly below about 18%;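 note: 0% = cells with DMSO and 100% = no-cell wells with DMSO; some compounds called inactive have numbers as strong as hits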
MOR-DOR ag: agonists of human mu-delta opioid receptor heterodimerization; cells, OPRM1-OPRD1 heterodimerization, luminescence; activation, % at 9.3 µM; actives 0.3% (n = 340,000); AID 504326; in the data active = activation above about 18%;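 note: 0% = vehicle-treated cells and 100% = reference agonist; values of inactives mirror those of a sister screen read the other way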
* = called active by the depositor; / = no result given.

SMILES	V-ATPase pH	PKA-R2B activ	Arrestin-AP2 inh	PKA-R1A act	HTR5A ag ctr	MOR-DOR inv ag	DAGLB inh	DSG3 Ab inh	HTR5A inv ctr	MOR-DOR ag
O=C(/C=C/c1ccccc1)OCC(=O)c1ccc[nH]1	6	11	-4	-9	0	13	1	102	-9	-2.8
CCCC[C@@H]1CNC(=S)N1CC1CCCCC1	-2	3	-4	-13	1	-25	1	100	-1	4.7
O=C(CSc1nc(-c2ccco2)cc(C(F)(F)F)n1)NCCN1CCOCC1	-2	-2	-1	-8	2	0	0	97	-6	0.1
Cn1c(=O)c2c(nc(NN=C3CCCC3)n2C)n(C)c1=O	-1	-2	11	4	-2	6	-2	/	16	-1.1
O=C(CSc1n[nH]c(=O)[nH]c1=O)N/N=C/C=C\c1ccccc1	0	-7	41	1	0	11	-1	114	1	-2.1
COc1cccc(/C(O)=C2\C(=O)C(=O)N(c3ccccn3)C2c2cccc(OC)c2OC)c1 (configuration not stated)	0	7	9	-2	-3	5	2	100	8	-1.0
O=C1CCC(C(=O)OCC(=O)Nc2ccc(Cl)cc2C(F)(F)F)=NN1	0	5	0	10	5	3	2	104	-11	-0.8
CCOCCCNC(=O)C1CCN(Cc2ccc(OCc3ccccc3)c(OC)c2)CC1	0	-6	-1	3	-2	2	0	120	7	-0.4
CCOc1cc(/C=N/n2cnnc2)ccc1OS(=O)(=O)c1ccccc1	2	-4	-1	-5	0	3	-1	92	0	-0.4
O=C1CC(N2CCN(c3ccccn3)CC2)C(=O)N1c1ccc(Cl)cc1 (configuration not stated)	0	9	9	6	4	10	-2	102	-10	-1.8
O=C(CN1C(=O)NC2(CCOc3ccccc32)C1=O)NCC(F)(F)F (configuration not stated)	-5	-15	7	-10	-1	3	-1	/	3	-0.5
CCn1cc(S(=O)(=O)N2CCN(Cc3ccc(F)cc3)CC2)cn1	3	2	5	-6	2	2	0	105	-7	-0.4
CCCCOC(=O)n1c(=O)oc2ccccc21	0	0	-7	-7	4	12	-2	/	2	-2.5
COCCCNc1c2c(nc3ccccc13)CCC2	-1	3	/	8	/	/	1	105	/	/
CC(OC(=O)c1cc(=O)[nH]c2ccccc12)C(=O)NC1CCCC1 (configuration not stated)	-1	2	26	-3	-4	8	-3	100	-2	-2.0
NS(=O)(=O)c1cccc(NC(=O)c2ccccc2NS(=O)(=O)c2ccc(F)cc2)c1	3	-1	-7	2	5	19	3	/	-13	-3.6
COc1ccc(OC)c(-c2csc(NC(=O)Cc3ccc(OC)c(OC)c3)n2)c1	1	2	44	-3	6	-3	-4	/	-4	0.5
COCCNC(=O)CSc1nc2cc(OC)c(OC)cc2c(=O)n1Cc1ccc(OC)cc1	-3	2	5	0	5	5	-1	96	-13	-1.0
Cc1nc2ccccc2n2c(O)c(CC(=O)O)cc12	-66	8	10	-1	-1	-49	-30	100	2	8.3
Cc1cc(C)c[n+](CC(=O)c2ccc(-c3ccccc3)cc2)c1	-2	-3	13	2	2	-10	2	/	19	2.1
CC(C)C(O)(C#CCN1CCCCC1)c1ccccc1 (configuration not stated)	-4	-1	-1	-1	10	5	-1	120	-23	-0.8
Cc1cc([N+](=O)[O-])ccc1NC(=O)CCC(=O)N1CCCCCC1	-3	10	10	3	7	20	1	100	-17	-4.0
O=C(O/N=C1\C(=O)N(c2ccccc2)c2ccccc21)C1CC1	3	-3	42	-4	2	-2	1	102	-6	0.3
N#CCCN(Cc1cccnc1)CN1C(=O)c2ccccc2C1=O	-1	-7	/	-4	/	/	0	103	/	/
CC(C)(C)OC(=O)N1CCN(C(=O)c2nc[nH]c2C(=O)N2CCN(C(=O)OC(C)(C)C)CC2)CC1	3	-4	1	2	-2	11	-1	108	-12	-2.0
O=C1CC(C(F)(F)C(F)(F)C(F)(F)C(F)(F)F)=Nc2ccccc2N1	-2	-5	-4	-10	-2	-21	0	/	5	5.1
C[C@@H]1CN([C@H](C)CO)C(=O)c2cc(Br)cnc2O[C@H]1CN(C)C(=O)Cc1ccncc1	0	-2	/	-1	/	/	-1	/	/	/
COc1cc(OC)c(OC)cc1/C=C1/Cc2ccccc2C1=O	-118	-2	9	-12	1	-19	-14	110	-5	4.0
CCCc1nc2ccccc2c(C(=O)OC2CCOC2=O)c1CC (configuration not stated)	5	1	8	-1	1	-3	4	99	-3	0.6
CCN(C(=O)COc1ncnc2ccc(Br)cc12)C1CCS(=O)(=O)C1 (configuration not stated)	4	-6	-10	3	10	8	-1	/	-27	-1.4
COc1ccc(-c2cc(=O)oc3c(C)c(OC(=O)c4cccs4)ccc23)cc1	1	-2	17	-1	3	-22	3	94	-9	4.4
CC1CCN(C(=O)c2ccc(N3C(=O)c4ccccc4C3=O)cc2)CC1	0	-2	2	-7	-8	15	0	112	3	-2.9
OCC(O)C(O)C(O)c1cnn(-c2ccccc2)n1 (configuration not stated)	0	-8	-15	10	-2	6	2	92	9	-1.1
Cc1cc(C)nc(N2CCC(C(=O)Nc3ccc4c(c3)OCO4)CC2)n1	/	4	9	-4	-1	-10	2	101	-6	2.0
COc1cc(/C=C/C(=O)O)cc(S(=O)(=O)NNC(=O)c2ccc3c(c2)OCO3)c1OC	1	13	6	-6	1	0	0	123	-3	-0.1
Cc1ccc(C(=O)O)cc1N1CCCC1=O	2	-2	-4	-15	3	-1	0	96	-7	0.1
CN(CC(=O)NCc1ccc(F)cc1)S(=O)(=O)c1ccc2c(c1)c(=O)n(C)c(=O)n2C	1	2	-4	4	-2	22	1	94	8	-4.3
O=C(C1CCOCC1)N1CCCC(N2CCN(c3cccc(C(F)(F)F)c3)CC2)C1 (configuration not stated)	-1	-3	36	3	-7	2	-4	98	-5	-0.4
COc1ccc(CCNC(=O)C2CCC(=O)N2CCc2ccccc2)cc1OC (configuration not stated)	2	-13	-4	-4	6	15	0	101	14	-3.0
Cc1c(Cl)cccc1NC(=O)Cn1nc(C)n2cccc2c1=O	-1	-5	18	1	-2	21	-3	102	2	-4.0
CC(=O)OCc1ccc(C2=CC(=O)CC(C)(C)C2=O)cc1	1	-5	/	-9	/	/	2	/	/	/
Cc1cccc(C)c1OCc1cc(C(=O)N2CCC(c3ccccc3)CC2)no1	2	-1	7	5	-4	-12	-12	/	-15	2.3
O=C(NCCCN1CCOCC1)c1cc(-c2cccc(O)c2)on1	-3	-2	21	1	8	-1	2	105	-20	0.1
O=C(NCC1CCCCC1)c1ccccc1[N+](=O)[O-]	13*	-2	45	-9	1	4	-1	108	0	-0.6
CCOc1ccc2[nH]c(=O)c(CN(Cc3cccs3)C(CC)c3nnnn3C(C)(C)CC)cc2c1 (configuration not stated)	1	-3	27	-6	2	1	-1	/	4	-0.2
CCOc1ccc2[nH]c(=O)c(CN(Cc3ccccc3)C(=O)N3CCCC3)cc2c1	-1	-1	-11	7	-1	5	-1	101	-23	-0.7
CCOc1ccccc1-n1nnnc1SCC(=O)OC	-1	-2	-7	3	4	1	-4	100	14	-0.3
CN(C)CCCCCN(C)Cc1cc2ccccc2o1	4	8	4	3	-2	13	-1	105	5	-2.7
Cc1ccccc1-n1nnnc1SCC(=O)NC1CC1	-4	-9	0	6	-3	14	0	84	11	-2.6
O=C(c1ccc(F)cc1)C1CCN(Cc2ccc(F)cc2)CC1	1	8	4	13	-1	-51	-5	112	16	9.2
O=C(COC(=O)c1ccccc1)Nc1cccc(S(=O)(=O)N2CCCCC2)c1	2	4	-8	7	-7	-4	-1	102	-6	0.6
CCCCN(C(=O)COc1ccc(F)cc1)c1c(N)n(CC(C)C)c(=O)[nH]c1=O	2	-4	/	-4	/	/	2	97	/	/
COc1ccc(-c2csc(NC(=O)c3cccc(N4C(=O)CCC4=O)c3)n2)cc1OC	-2	-2	0	-3	-2	2	-1	101	5	-0.5
O=C(Nc1nc2ccccc2s1)C1CC(=O)N(c2ccc(Br)cc2)C1 (configuration not stated)	1	-6	0	-8	-3	-19	0	105	-2	3.7
O=C(COC(=O)COc1ccccc1[N+](=O)[O-])Nc1ccc2c(c1)OCO2	2	-10	0	-12	3	9	-2	/	-13	-1.9
CC(C)(O)[C@H](O)Cc1cc2ccc(=O)oc2cc1O[C@@H]1O[C@H](CO)[C@@H](O)[C@H](O)[C@H]1O	1	2	7	-6	-2	-97	-2	102	5	18
CC(=O)Nc1cc2c(cc1Br)OCCO2	-4	-18	10	-6	5	-1	-1	100	3	0.3
COc1ccccc1C(=O)NCC(=O)N1CCN(S(=O)(=O)c2ccc3c(c2)OCCO3)CC1	1	-7	0	2	5	5	-1	104	-13	-0.7
NC1=NC(=O)/C(=C/c2cn(CCC(=O)O)nc2-c2ccc(Cl)cc2)S1	4	4	-2	9	2	8	5	99	-8	-1.4
O=S1(=O)N=C(N2CCc3ccccc3C2)c2ccccc21	0	-9	-13	-1	4	18	3	100	-18	-2.9

Continuation.
SMILES	V-ATPase pH	PKA-R2B activ	Arrestin-AP2 inh	PKA-R1A act	HTR5A ag ctr	MOR-DOR inv ag	DAGLB inh	DSG3 Ab inh	HTR5A inv ctr	MOR-DOR ag
Cc1cc(C)n(-c2ccc(Cl)c(C(=O)Nc3ccc(-c4nnc5n4CCCCC5)cc3)n2)n1	3	-3	-3	0	-3	8	1	104	-2	-1.5
CC1CCC(NS(=O)(=O)c2ccc(N3CCCC3=O)cc2)CC1 (configuration not stated)	2	2	-9	-8	4	3	-1	108	-13	-0.6
CC(=O)N(Cc1cccnc1)Cc1cc2ccc(C)cc2[nH]c1=O	-3	-9	-3	-5	3	14	0	114	14	-2.6
CCOC(=O)C1CCN(S(=O)(=O)C(F)(F)c2nc3ccccc3s2)CC1	1	-6	6	-3	-2	-20	-9	97	14	3.5
COc1ccc(CCNC(=O)CO/N=C/c2cc3c(cc2Br)OCO3)cc1OC	0	-6	4	-12	-2	6	-5	119	6	-1.3
COc1ccc(CCNc2oc(COc3ccc(F)cc3)nc2C#N)cc1	2	1	-7	-5	2	-20	-5	111	12	3.2
CCCCN(Cc1cc2cc(OC)ccc2[nH]c1=O)S(=O)(=O)c1ccc(C)cc1	1	2	-5	3	1	-24	-1	107	-4	4.7
O=C(CSc1nnc(-c2ccccc2)o1)Nc1ccccc1F	0	-1	5	-2	-1	-3	-2	103	4	0.5
Cc1ccc(C2CC(c3ccccc3)=NN2C(=O)CSc2nnc(-c3ccc(Cl)cc3)o2)o1 (configuration not stated)	4	-5	1	6	3	13	0	122	-5	-2.3
COc1ccc(N=C2C(=Nc3ccc(OC)cc3)N(c3ccc(OC)cc3)C(=S)N2C)cc1	-5	-10	1	5	-6	4	27	103	7	-0.6
